# AmpC det inh = inhibitors of E. coli AmpC beta-lactamase with detergent | purified AmpC, nitrocefin hydrolysis with detergent | Potency, µM (titrated, usually from 28.7 µM), without a hit: at the top dose activity change, negative = inhibition | hit rate 0.09% among 71,000 | P00811; active = well fitted curve in the direction sought with a large enough effect
# Target sequence (P00811 whole entry, looked up): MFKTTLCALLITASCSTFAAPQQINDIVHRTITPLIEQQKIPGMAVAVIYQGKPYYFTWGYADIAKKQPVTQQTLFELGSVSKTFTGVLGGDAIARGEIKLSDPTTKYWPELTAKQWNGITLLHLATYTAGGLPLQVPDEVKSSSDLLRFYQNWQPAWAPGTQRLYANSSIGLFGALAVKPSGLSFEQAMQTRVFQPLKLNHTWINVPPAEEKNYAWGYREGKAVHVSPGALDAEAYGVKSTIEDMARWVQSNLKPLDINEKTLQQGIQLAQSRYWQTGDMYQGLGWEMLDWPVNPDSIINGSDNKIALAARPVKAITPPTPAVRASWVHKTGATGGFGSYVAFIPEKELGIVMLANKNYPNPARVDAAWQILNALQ
#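 E. coli AmpC (5.3 nM) in 20 mM phosphate pH 7.0 with 0.01% Triton X-100, preincubated 15 min RT with compound; nitrocefin (2 uL of 800 uM stock) hydrolysis followed by 480 nm absorbance every 20 s over 4 min.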
# Active calls of the source: *; & = joins results of further samples; [ ] = remark or other dose. % is scaled to controls: 0 for no effect and ±100 for the full control effect; potency is read from the fitted curve at half-maximal effect. Only part of the results is shown; rates above refer to the full screens.
# The first 7 entries as a preview:
canonical_smiles	AmpC det inh
Cc1cc(C)cc(NC(=O)C2CCN(c3nccs3)CC2)c1	1%
CN(C)S(=O)(=O)c1cc(S(=O)(=O)N(C)C)c(Cl)cc1N	12%
CCOc1cc(CNc2ccccc2SC)ccc1O	1%
CCCCC(=O)Nc1ccc(NC(=O)c2cccnc2)cn1	-5%
NC(=O)c1sc2nc(N3CCCCC3)c3c(c2c1N)CCCC3	-2%
O=C(C1CCN(c2nnnn2-c2ccccc2)CC1)N1CCN(c2ccccc2)CC1	-5%
Cn1c(=O)[nH]c(=O)c2c1nc(CN1CCN(c3ccccc3F)CC1)n2CC(N)=O	21%

# Main list, repeating the preview:
canonical_smiles	AmpC det inh
Cc1cc(C)cc(NC(=O)C2CCN(c3nccs3)CC2)c1	1%
CN(C)S(=O)(=O)c1cc(S(=O)(=O)N(C)C)c(Cl)cc1N	12%
CCOc1cc(CNc2ccccc2SC)ccc1O	1%
CCCCC(=O)Nc1ccc(NC(=O)c2cccnc2)cn1	-5%
NC(=O)c1sc2nc(N3CCCCC3)c3c(c2c1N)CCCC3	-2%
O=C(C1CCN(c2nnnn2-c2ccccc2)CC1)N1CCN(c2ccccc2)CC1	-5%
Cn1c(=O)[nH]c(=O)c2c1nc(CN1CCN(c3ccccc3F)CC1)n2CC(N)=O	21%
COc1ccc(C(=O)N2CCC3(CC2)CN(c2ccncc2)C3)cc1	3%
O=C(c1cc2ccccn2n1)N1CCC2(CC1)OCCO2	-2%
CC(=O)Nc1cccc(NC(=O)CSc2nnnn2C(C)C)c1	-2%
CN(C)c1nc(N)nc(-c2nc3ccccc3s2)n1	-4%
Cc1cc(Nc2c(C)cccc2C)n2nc(C)nc2n1	7%
CCCCCCN(C(=O)CCCCCN1C(=O)NC(c2ccc(C(C)(C)C)cc2)C(C(=O)OCc2ccccc2)=C1C)C(C(=O)NCCCC)c1ccc(OCC(=O)OC)c(C(=O)OC)c1 (stereo unspecified)	14%
COc1ccc(-c2nc(N)ncc2-c2csc(C)n2)c(O)c1	-2%
O=S1(=O)CC(O)C(NCc2ccco2)C1 (stereo unspecified)	-5%
CCCc1oc2c(c(=O)c1CC)C(=O)CC(C)(C)C2	-3%
FC(F)(F)C1CC(c2cccs2)Nc2ncnn21 (stereo unspecified)	-1%
CS(=O)(=O)N(CC(N)=O)c1ccc2c(c1)OCO2	-3%
Cc1ccccc1Cn1cc(NC(=O)c2cc(-c3cccs3)on2)cn1	0%
CCC(C(=O)NC1CCCC1)N(Cc1ccco1)C(=O)Cn1nnc(-c2ccc(C)cc2)n1 (stereo unspecified)	-5%
COCCOC(=O)C(C#N)c1nc2ccccc2nc1N1CCCC1 (stereo unspecified)	1%
O=C(Cn1cccc1C(=O)c1ccccc1)NCc1ccco1	-6%
COC(=O)c1cc2ccsc2n1CC(=O)N1CCCc2ccccc21	-4%
c1ccc(-n2nnnc2-n2ccnc2)cc1	9%
O=C(c1cc(C(F)(F)F)cc(C(F)(F)F)c1)N1CCC[C@@]2(CCN(c3ccccn3)C2)C1	-5%

# 7 neighbouring entries out of the list so far:
canonical_smiles	AmpC det inh
CC(=O)Nc1cccc(NC(=O)CSc2nnnn2C(C)C)c1	-2%
CN(C)c1nc(N)nc(-c2nc3ccccc3s2)n1	-4%
Cc1cc(Nc2c(C)cccc2C)n2nc(C)nc2n1	7%
CCCCCCN(C(=O)CCCCCN1C(=O)NC(c2ccc(C(C)(C)C)cc2)C(C(=O)OCc2ccccc2)=C1C)C(C(=O)NCCCC)c1ccc(OCC(=O)OC)c(C(=O)OC)c1 (stereo unspecified)	14%
COc1ccc(-c2nc(N)ncc2-c2csc(C)n2)c(O)c1	-2%
O=S1(=O)CC(O)C(NCc2ccco2)C1 (stereo unspecified)	-5%
CCCc1oc2c(c(=O)c1CC)C(=O)CC(C)(C)C2	-3%

# New compounds follow
canonical_smiles	AmpC det inh
CN1Cc2c(N)cccc2[C@H](c2ccccc2)C1	0%[12.8 µM]
Cc1cc2cc(CCNC(=O)c3ccc(Br)o3)c(=O)[nH]c2cc1C	-6%
O=C(CSc1ncn(-c2ccccc2)n1)Nc1nc2ccccc2s1	-6%
COc1ccc(S(=O)(=O)NCC(=O)N(CC(=O)NCC2CCCO2)c2c(C)cccc2C)cc1 (stereo unspecified)	0%
CC(=O)NCC(=O)OCC(=O)c1ccc(C)cc1	-3%
O=C(CN(Cc1ccco1)C(=O)CNS(=O)(=O)c1ccccc1)NC1CCCCC1	3%
Cc1ccc(-n2nnc3c(=O)n(CC(=O)N4CCCC4)cnc32)cc1	-1%
CCOc1cc(CNC(=O)CN2C(=O)c3ccccc3S2(=O)=O)ccc1OC	0%
COc1cccc2cc(C(C)N(CCCN3CCOCC3)C(=O)Nc3ccc(Cl)cc3)oc12 (stereo unspecified)	-4%
CC(O)Cc1nsc(NC(=O)c2ccc(Br)o2)n1 (stereo unspecified)	6%
NC1=N[C@H](c2ccc(Cl)cc2)N(c2ccc(S(N)(=O)=O)cc2)C(N)=N1	-1%[5.75 µM]
O=C(NCc1ccccc1)c1cc(-c2cccc(O)c2)on1	4%
CCOc1ccc(C2C=C(c3ccccc3)Nc3nnnn32)cc1 (stereo unspecified)	-2%
O=C(NCC1COc2ccccc2O1)C1C2C=CC3(CN(Cc4ccccc4Cl)C(=O)C13)O2 (stereo unspecified)	-1%
CCOc1ccccc1OCCCC(=O)NC1=NCCS1	-3%
CS(=O)(=O)NCCC1=CCCCC1	-5%
CC(=O)N(C)c1ccc(NC(=O)c2ccco2)cc1	-4%
O=C1OC(N2CCN(Cc3ccccc3)CC2)c2ccccc21 (stereo unspecified)	10%
O=C(Nc1sccc1C(=O)NCc1ccco1)c1cccnc1	-1%
CCOC(=O)N1CCC(NC(=O)c2cccn3c(=O)c4cc(Br)ccc4nc23)CC1	-1%
Cc1nn(C)c(C)c1S(=O)(=O)N1CCC(C(=O)NC2CCCCC2)CC1	0%
Cc1cc(C)n(-c2ccc(C(=O)Nc3ccccn3)cc2)n1	13%
OCCCSCCO	-3%[5.75 µM]
CCOC(=O)C1CCCN(C(=O)CN2C(=O)c3ccccc3C2=O)C1 (stereo unspecified)	-1%
CC(C)CCn1c(N2CCOCC2)nc2c1c(=O)n(CC(N)=O)c(=O)n2C	9%
O=C1c2ccccc2-c2c1nc1c([n+]2[O-])CCCC1	-1%
CN1CCCC[C@@H]1CCN1CCCCC1	-4%[5.75 µM]
O=C(c1ccc(Cn2c(=O)[nH]c3ccccc3c2=O)cc1)N1CCN(c2ccc(Cl)cc2)CC1	0%
CC(=O)Nc1ccc(OC(=O)c2cccnc2)cc1	-3%
Cc1cccc(C(=O)NC2CC(C)(C)NC(C)(C)C2)c1	10%
O=C(Cn1ncc2ccccc21)N1CCc2ccccc21	8%
Cc1cc(NC(=O)c2ccc(S(=O)(=O)N3CCOCC3)cc2)nc2c1c(=O)oc1ccccc12	-2%
CCCCc1nnc(NC(=O)C=C(C)C)s1	-2%
CON(C)C(=O)Nc1ccc(Cl)cc1	-4%
Oc1ccc2[nH]ccc2c1	0%
CCOC(=O)CCn1nc(-c2ccc(Cl)cc2)cc1N	-2%
O=C(O)[C@@H]1[C@@H]2C[C@@H]3[C@@H](OC(=O)[C@@H]31)[C@H]2Br	0%[5.75 µM]
CC(=O)Nc1ccc(N2CCN(Cc3ccccc3F)CC2)cc1	15%
Cc1ccc2cc3cc(C(=O)N4CCN(C(=O)c5ccco5)CC4)sc3nc2c1	10%
O=C(c1cccc(F)c1)N1CCC2(CCCN(Cc3ccncc3)C2)CC1	-1%
c1ccc(C2CC2)c(OCC2=NCCN2)c1	-3%&-4%
O=C(COCCOCC(=O)N(c1ccccn1)C1CCCCC1)N(c1ccccn1)C1CCCCC1	1%
N=C(N)SCCc1ccccn1	-5%&-4%[5.75 µM]
COc1cc2[nH]c(=S)n(Cc3ccc(C)o3)c(=O)c2cc1OC	-4%
NCCSCc1ccccc1Cl	-2%[5.75 µM]
Cc1ccccc1OCCCCCn1ccnc1	8%
COc1cccc(-c2nc(CS(=O)CC(=O)NCc3ccccc3Cl)c(C)o2)c1 (stereo unspecified)	1%
Clc1ccc(Cc2nn3c(Cn4nnc5ccccc54)nnc3s2)cc1	-5%
COC(=O)c1[nH]c2ccc(C)cc2c1NC(=O)CN1CCN(c2ccccc2)CC1	-6%
COc1ccc(Cl)cc1N(CC(=O)Nc1ccccc1C(=O)NCc1ccco1)S(C)(=O)=O	-5%

# Next section.
canonical_smiles	AmpC det inh
C=CCc1c(C)nc(SCC(=C)C)[nH]c1=O	-1%
COc1ccc(C[C@@H]2NC[C@H](O)[C@H]2OC(C)=O)cc1	4%
COCCNC(=O)CN1CCC(n2c(C)nc3cc(C(F)(F)F)ccc32)CC1	0%
CSCCC(NC(=O)c1ccco1)C(=O)OC(C)C(=O)NC(=O)NC1CCCCC1 (stereo unspecified)	0%
CC1CC(C)CN(CCCNC(=O)C2CCC(=O)N2C2CCCC2)C1 (stereo unspecified)	1%
Oc1ccc(OCc2ccccc2)cc1	-3%[12.8 µM]
O=C1C(C=Nc2ccccc2O)=C(O)c2ccccc21	8%
O=C(NC1CCCC1)C1CC(c2ccc(F)cc2)=NO1 (stereo unspecified)	-3%
Cc1nc(-c2ccccc2)nc2[nH]c(=O)n(-c3ccccc3)c(=O)c12	-5%
O=C(NCn1ccc(=O)[nH]c1=S)c1ccccc1	-3%
C/C(=C(\C#N)C(=O)NCCN1CCOCC1)N(C)C	15%
O=C(Nc1cccc(F)c1)N1CCC2(CC1)CCN(C(=O)c1cc(C(F)(F)F)cc(C(F)(F)F)c1)CC2	0%
Cc1c(C(=O)Nc2ccccc2)oc2c1C(=O)CC(C)(C)C2	-5%
COc1ccc(-c2nc3cnc(OC)nc3n(Cc3cccs3)c2=O)cc1	-2%
Clc1ccc(OCc2nnc(-c3ccccc3Br)o2)cc1	-8%
Cc1ncc2c(c1O)COP(=O)(O)OC2	-1%
O=C(O)CCc1ccc(-c2ccc(Br)cc2)n1Cc1ccco1	-3%
Cc1ccc2cccc(Oc3nnnn3-c3ccccc3)c2n1	0%
O=C(Nc1ncc(Br)s1)C(Cc1ccccc1)n1cccc1 (stereo unspecified)	3%
O=P(OC1CCS(=O)(=O)C1)(c1ccccc1)c1ccccc1 (stereo unspecified)	2%
CCOC(=O)c1[nH]c(C(=O)O)c(CCC(=O)OC)c1C	-5%
COc1cc(NC(=O)c2cccs2)c(OC)cc1NC(=O)c1ccco1	-3%
CCOC(=O)N1CCN(C(=O)c2ccc(C#CC3(O)CCCCC3)cc2)CC1	-6%
Cc1cc(NC(=O)CSc2ccc3nnc(-c4cccnc4)n3n2)no1	11%
Cn1c(=O)c(CCc2ccccc2)nc2cnc(N3CCNCC3)nc21	-3%
CC(=O)OCC(=O)[C@]12OC(C)(C)O[C@@H]1C[C@H]1[C@H]3CC=C4C[C@@H](O)CC[C@]4(C)[C@H]3CC[C@]12C	17%[5.75 µM]
CCCc1nc2ccccc2c(=O)n1NC(=O)c1c(O)c2ccccc2[nH]c1=O	0%
CCOC(=O)CNC(=O)CSc1nc(NCc2ccccc2)nc(N(C)C)n1	-2%
CCCOc1ccc(N)cc1N	-4%
CCOC(=O)C1=C(O)C(=O)N(Cc2ccccc2)C1	3%
Cc1nnc(NC(=O)Cc2ccc(OCc3c(C)noc3C)cc2)s1	-3%
O=C(O)[C@@H]1CCCN1Cc1cc2ccccc2c2ccccc12	-3%[5.75 µM]
O=C(CC1COc2ccccc2O1)Nc1ccccn1 (stereo unspecified)	-5%
Cc1cc(C)n(-c2ccc(C(=O)Nc3ccc(S(=O)(=O)NCc4ccco4)cc3)cc2)n1	-6%
COc1ccc2c(c1)[nH]c1c(C)nccc12	-5%[12.8 µM]
O=C(NCc1cn2ccccc2n1)c1ccccc1	-2%
C[C@H](CCC(=O)O)[C@H]1CC[C@@H]2[C@H]3CC[C@H]4C[C@@H](O)CC[C@@]4(C)[C@H]3CC[C@]21C	-2%[12.8 µM]
CC1Cn2c(COc3ccccc3)nnc2S1 (stereo unspecified)	11%
CC(=O)NC(CC(C)C)C(=O)NC(Cc1ccccc1)C(N)=O (stereo unspecified)	-4%
CC(C)Oc1ccccc1C1CC(=O)Nc2cc3c(cc21)OCCO3 (stereo unspecified)	-6%
Oc1c(CN2CCOCC2)cc(COCc2ccccc2)c2cccnc12	1%
CCOc1cc(-c2cc(-c3ccc(N)cc3)nc(N)c2C#N)ccc1O	6%
Cc1onc(-c2ccccc2Cl)c1C(=O)NCC1CCCO1 (stereo unspecified)	6%
CC(=O)NC(CCS(C)(=O)=O)C(=O)Nc1cccc(C(C)=O)c1 (stereo unspecified)	-2%
Cc1cccc(OCCCC(=O)Nc2ccc3c(c2)OCO3)c1	3%
CCCC(=O)Nc1cc(C)c(NC(=O)Cc2ccccc2)cn1	10%
CCOC(=O)c1c(C)oc2c1c(C=NCc1ccccn1)c(O)c1ccccc12	4%
COc1ccc(C)cc1NC(=O)c1cc2c(CO)cnc(C)c2oc1=N	13%
CCCCn1c(SCC(=O)N2CCCC2)nc2c1c(=O)n(C)c(=O)n2C	8%
CCn1c(COc2ccc(C)cc2)nnc1SCC(=O)Nc1ccc(S(N)(=O)=O)cc1	-2%

# Continuation:
canonical_smiles	AmpC det inh
COc1cccc(CN2CCN(C(=O)c3cccc(F)c3)CC2)c1	0%
COc1cc(NC(=O)CSCc2cnn(-c3ccccc3)c2-n2cccc2)cc(OC)c1	-1%
N#CCCN(CCC#N)C(=O)c1ccc(Cl)cc1	-9%
Cc1cn(CC2COC(C)(C)O2)c(=O)[nH]c1=O (stereo unspecified)	-1%

# Assay outcomes as filed in PubChem BioAssay.
